NR2E3 ag-1 – agonists of human NR2E3 nuclear receptor. Q9Y5X4. CHO-S Gal4-NCOR/VP16-NR2E3 two-hybrid, luciferase. inhibition of corepressor binding, % at 3.98 µM. 360,000 tested, 0.35% active. AID 602229;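 active = inhibition above the mean of all tested compounds plus 3 SD, cut at about 70% in these data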;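 also: 0% = DMSO with NR2E3 transfected cells and 100% = cells lacking NR2E3 construct; higher means lower luciferase signal from less NR2E3 corepressor binding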
Target sequence (Q9Y5X4 whole entry, looked up, the tested form may be a part): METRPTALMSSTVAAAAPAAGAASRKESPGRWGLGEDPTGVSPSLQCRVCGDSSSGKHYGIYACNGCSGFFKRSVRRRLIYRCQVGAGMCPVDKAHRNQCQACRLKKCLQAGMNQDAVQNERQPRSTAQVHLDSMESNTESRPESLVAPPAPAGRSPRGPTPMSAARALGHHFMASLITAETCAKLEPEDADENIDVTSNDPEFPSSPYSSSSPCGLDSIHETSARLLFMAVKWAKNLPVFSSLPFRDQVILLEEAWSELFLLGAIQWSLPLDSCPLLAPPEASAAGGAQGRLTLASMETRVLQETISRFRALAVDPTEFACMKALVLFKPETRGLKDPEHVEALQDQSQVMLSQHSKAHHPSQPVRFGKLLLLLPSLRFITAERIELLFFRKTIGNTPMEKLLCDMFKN
Vif imaging – HIV Vif inhibition; HEK293T cells, Vif self-association by quenched fluorescence, imaging, 24 h; 340,000 tested, 0.35% active; inhibition, % at 7.49 µM; AID 602346; in the data active = inhibition above about 50%, passing the limit was not always enough; inconclusive = no clear call, values can overlap the other calls; inactive = below about 31%; also: some results filed as inactive read as strong as hits
PDI inh – blocks human protein disulfide isomerase activity; 350,000 tested, 0.052% active; PDI insulin aggregation turbidity, A650, 90 min; inhibition, % at 10 µM;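 active = mean inhibition across replicates of 30% or more, whatever share of single replicates reach that level; inconclusive = mean inhibition below 30% while every single replicate reaches 30%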;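 also: absorbance from insulin aggregation driven by PDI reduction with DTT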
Target sequence (P07237 whole entry, looked up): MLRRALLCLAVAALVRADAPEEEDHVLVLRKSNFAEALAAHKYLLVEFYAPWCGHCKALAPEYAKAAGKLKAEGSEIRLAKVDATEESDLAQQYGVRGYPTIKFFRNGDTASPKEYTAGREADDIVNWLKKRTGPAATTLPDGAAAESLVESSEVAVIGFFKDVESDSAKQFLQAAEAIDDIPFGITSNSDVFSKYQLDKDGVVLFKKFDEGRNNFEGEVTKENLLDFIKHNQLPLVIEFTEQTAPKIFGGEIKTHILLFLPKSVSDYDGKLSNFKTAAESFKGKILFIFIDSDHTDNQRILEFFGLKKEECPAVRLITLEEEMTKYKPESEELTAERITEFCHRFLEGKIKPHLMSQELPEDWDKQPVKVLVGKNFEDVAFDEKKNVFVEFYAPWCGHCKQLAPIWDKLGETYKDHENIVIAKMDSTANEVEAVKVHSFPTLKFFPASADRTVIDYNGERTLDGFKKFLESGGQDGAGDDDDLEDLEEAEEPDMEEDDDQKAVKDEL
hiPSC survival – hiPSC single-cell survival enhancement; ATPlite luminescence; 100% = ROCK inhibitor wells, 0% = DMSO; survival enhancement, % at 20 µM; 360,000 tested, 0.044% active; in the data active = survival enhancement above about 18%;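 also: cells exposed to compounds for 16 hours before the ATP read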
NR2E3 ag-2 – activates human photoreceptor nuclear receptor NR2E3; GST-NR2E3/biotin-RetCOR TR-FRET, 1536-well; inhibition of corepressor binding, % at 4.78 µM; 320,000 tested, 0.12% active; AID 2300;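 active = percent inhibition above the cutoff of mean plus 3 SD of all tested compounds, set per screening campaign, cut at about 20% in these data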;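 also: 0% = DMSO wells and 100% = biotin wells as full block of FRET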
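Format: 1536-well format; test system: GST-NR2E3 and biotin-RetCOR proteins; read-out basis: percent inhibition of TR-FRET ratio; timing: 5 h incubation at 4 °C; detection: time-resolved FRET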
HIF-2a block – blocks HIF-2a reporter activity; AID 624352; 786-0 RCC cells HIF-2a reporter, luciferase luminescence, overnight; inhibition, % at 18.8 µM; 360,000 tested, 0.72% active;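 active = inhibition of the luminescence signal of 40% or more relative to plate controls, in a single-dose primary screen at 18.75 µM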
Granule exo inh – blocks lytic granule exocytosis | TALL-104 LAMP-1 surface exposure, flow cytometry; cells stimulated with thapsigargin and PMA | inhibition, % at 10 µM | 360,000 tested, 0.66% active | AID 651702;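 active = inhibition above about 55%, limit read from the data; inconclusive = no clear call, values can overlap the other calls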
Peg3 promoter – reduces Peg3 promoter-driven luciferase expression in HeLa; inhibition, % at 20 µM; 360,000 tested, 1.7% active; HeLa PEG-Prom luciferase reporter, luminescence, overnight;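 active = inhibition of at least 50% at 20 µM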
CaV13 FRET inh – Disruptors of the CACNA1D IQ motif to Ca2+-dependent inactivation inhibitor domain association, primary screening, Förster resonance energy transfer in intact living …; 340,000 tested, 0.098% active; HEK cells, CFP/YFP FRET ICDI-IQ, plate reader, 10 min; percent FRET-ratio fall versus neutral wells; inhibition, % at 12.3 µM;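 active = mean replicate inhibition of at least 30% and at least 1% of replicates passing that level; inconclusive = only one of the two criteria is met; inactive = neither criterion is met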;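 also: 0% = median of the neutral control wells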
aDG glyco act – increases alpha dystroglycan glycosylation | Pro5-aDG cells, alpha-DG glycosylation AlphaScreen (IIH6); 0% Pro5, 100% B10-LARGE cell signal | activation, % at 10 µM | 360,000 tested, 0.22% active | AID 624168;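 active = activation of at least 8% versus controls, or a plate z-score of at least 8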;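 also: Pro5 are CHO cells carrying HIG-tagged alpha-DG that lacks glycosylation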
MITF TRPM1 inh – MITF TRPM1 promoter inhibition in SK-MEL-5 cells; SK-MEL-5 TRPM1 promoter luciferase, 24 h; inhibition, % at 12.5 µM; 330,000 tested, 0.83% active;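 active = mean inhibition across replicates of 60% or more, whatever share of single replicates reaches that level; inconclusive = some that reach 60%, reason not given; inactive = mean inhibition across replicates below 60%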; also: values of inactives mirror those of a sister screen read the other way
An asterisk follows results filed as active; u = inconclusive; x = no result given.

SMILES	NR2E3 ag-1	Vif imaging	PDI inh	hiPSC survival	NR2E3 ag-2	HIF-2a block	Granule exo inh	Peg3 promoter	CaV13 FRET inh	aDG glyco act	MITF TRPM1 inh
O=c1oc2ccccc2c(Cl)c1CN1CCCCC1	2	22	4	1.7	-1	12	0	29	7	-0.3	13
CCCCOc1ccc(/C(O)=C2/C(=O)C(=O)N(CCCOC)C2c2ccncc2)cc1C (configuration not stated)	9	-9	-7	5.7	17	3	-8	0	-12	-0.4	13
CCOC(=O)CSc1nc(C)c2cc(OC)ccc2n1	-15	x	-10	1.1	-4	-16	1	-128	x	0.1	-11
CC1CC(C)CN(C(=O)C(C)N2CCN(S(=O)(=O)c3ccc(C(F)(F)F)cc3)CC2)C1 (configuration not stated)	-1	-2	-8	0.2	x	18	1	14	-4	0.8	0
Cc1ccc(C(=O)O/N=C/C2=C(Cl)c3ccccc3CC2)cc1	-21	x	-11	1.6	-4	-16	-3	-26	x	0.0	0
CC(C)(CNC(=S)NCCc1ccccc1)CNC(=S)NCCc1ccccc1	9	1	7	-1.6	x	-3	32	48	-4	2.2	7
CCCCn1c(SCC(N)=O)nnc1-c1ccco1	9	x	9	-0.9	0	20	-1	-11	-6	-0.3	3
Cc1cccc(NC(=O)Cn2cnc3c(oc4ccccc43)c2=O)c1	-22	1	-5	0.8	-1	10	3	11	-3	-0.5	11
Cc1noc(C)c1NC(=O)Nc1cccc2c1O[C@H](CN(C)S(=O)(=O)c1ccc(F)cc1)[C@@H](C)CN([C@H](C)CO)C2=O	1	1	-26	-2.3	x	8	-5	-14	-4	-0.2	-2
NC(=O)[C@@H]1CC2(CC(c3cccc(NC(=O)COc4ccc(Cl)cc4)c3)=NO2)CN1C(=O)COc1ccc(Cl)cc1 (some centres not stated)	-12	-35	1	-1.7	6	-42	11	15	-10	-0.1	24
CCn1c(CN2c3ccccc3Sc3ccccc32)n[nH]c1=S	5	2	0	-0.5	2	21	-4	21	-13	0.1	2
O=C(N/N=C/c1ccccc1[N+](=O)[O-])C(=O)N1CCCC1	0	-2	2	-0.6	3	-76	2	-37	-1	0.0	0
Cn1nc(C(=O)NCc2cccc(F)c2)cc1C(=O)NCc1cccc(F)c1	-8	8	16	-0.5	-3	1	-2	5	-2	0.0	7
COc1cccc(-c2ccc(NC(=O)C3CCCN(Cc4cnn(C(C)C)c4)C3)cc2)c1 (configuration not stated)	-10	6	0	-0.5	2	-37	18	43	-7	4.3	-17
O=C1CC2(CCN(C(=O)C(=O)c3c[nH]c4ccccc34)CC2)Oc2ccccc21	25	2	-3	-0.2	0	5	-15	-18	-2	-0.3	-4
O=C(N/N=C/C=C\c1ccco1)c1ccccn1	-16	4	1	0.3	-5	-51	6	-81	-4	-0.2	-32
O=C(NCc1cccnc1)c1ccc2sc([C@@H]3O[C@H](CO)[C@H](O)[C@H](O)[C@H]3O)nc2c1	11	-10	-6	17	x	5	2	2	-4	-0.2	x
Cc1nc(NC(=O)C(C)(C)C)sc1C(=O)Cn1cc(-c2ccc(C(C)(C)C)cc2)nn1	-16	x	x	3.1	x	-19	0	x	-11	-0.1	x
NS(=O)(=O)c1ccc(NNC(=O)c2ccc(Br)o2)c([N+](=O)[O-])c1	0	15	-2	-2.5	x	9	2	2	-11	-0.5	7
COc1ccc(-c2nc(C#N)c(N3CCN(c4cccc(Cl)c4)CC3)o2)cc1OC	18	2	-1	1.1	-2	-2	0	36	x	-0.3	-5
CC1=NN(C(=O)c2ccc(Br)cc2)C(O)(C(F)(F)OC(F)(F)F)C1 (configuration not stated)	-17	-3	-3	-0.5	4	11	-3	17	x	-0.4	3
CC(O)(c1ccc(F)c(F)c1)c1nc(-c2cnc3ccccc3c2)cs1 (configuration not stated)	-30	-15	8	-1.0	x	-24	8	-25	-6	0.2	x
COc1ccc(CC(=O)N/N=C(\C)CC(=O)NCc2ccco2)cc1OC	-11	-6	1	-0.5	1	12	-8	-1	1	0.0	4
CCCCCn1c(=O)[nH]c2cc(C(=O)NCCc3ccc(OC)c(OC)c3)ccc2c1=O	-14	4	3	1.2	2	-15	-3	2	-4	0.0	19
CC1(C)N=C(c2ccc(Cl)cc2Cl)C(=O)N1	-5	2	-1	1.3	2	10	-5	-3	-11	-0.3	11
O=C(COC(=O)c1ccccc1Cc1ccccc1)NC1CCS(=O)(=O)C1 (configuration not stated)	5	-7	-2	-0.4	1	-2	-3	7	x	0.0	1
COc1ccc(NC2CCCN(C(=O)CN3CCOC3=O)C2)cc1 (configuration not stated)	0	22	4	1.3	3	17	-1	5	-9	-0.3	15
COc1ccc2cc(CCl)c(Cl)nc2c1	9	1	1	-0.8	0	-27	-1	16	-1	0.3	7
NS(=O)(=O)c1ccc(NC(=O)CSc2nc3c(cnn3-c3ccccn3)c(=O)[nH]2)cc1	-32	2	-3	1.9	x	0	-2	-1	-15	-0.1	-6
CCN(CC)C(=O)C1CCCN(C/C=C/c2ccccc2[N+](=O)[O-])C1 (configuration not stated)	-67	-3	-8	-0.2	0	11	-1	17	-3	-0.1	3
CC(=O)NC(c1ccco1)c1ccc2cccnc2c1O (configuration not stated)	-36	38	0	-3.6	6	5	16	13	x	-0.2	52
Cc1csc(NC(=O)CSc2nncc(=O)n2N)n1	-53	-5	0	-0.1	1	8	-1	6	-2	0.6	13
COC(=O)c1sc(N)c(C(=O)OC)c1COC(=O)CCNS(=O)(=O)c1ccc(C)cc1	-9	3	-1	0.0	5	23	-4	36	-5	0.1	-5
CN(C)CCOc1ncnc2c1oc1ccccc12	-3	7	-5	0.0	-2	-16	3	8	x	0.1	6
Cc1ccc(NC(=O)CN2C(=O)N/C(=C/c3cccn3-c3ccc(C(=O)O)cc3)C2=O)cc1	-5	-2	5	2.9	13	11	-2	17	-6	0.0	-9
Cc1nc2c(oc3ccccc32)c(=O)o1	-42	u	3	-1.4	0	-101	3	-37	-7	0.1	7
COc1ccc([C@@H]2CC=C(C(=O)O)[C@H](c3ccc(Br)cc3)N2S(=O)(=O)c2ccc(C)cc2)cc1OC	-30	21	3	0.4	x	3	-7	4	-6	-0.1	-4
CCN(CC)S(=O)(=O)c1cccc(NC(=O)COC(=O)c2[nH]c(C)c(C(C)=O)c2C)c1	42	-23	-3	-0.8	x	-14	5	8	-5	4.4	x
Cc1ccc(N2C(=O)[C@@H]3C(C(=O)CCN4C(=O)c5ccccc5C4=O)=NN[C@@H]3C2=O)cc1	-4	3	-7	1.2	1	9	5	2	-15	-0.2	-7
Cc1cccc(NC(=O)CSc2nc(N)c(NC(=O)c3ccccc3F)c(=O)[nH]2)c1	-40	6	-5	-0.6	3	-10	-3	-14	-10	0.1	-6
Cc1ccc2nc(NC(=O)c3ccc(N4C(=O)CCC4=O)cc3)sc2c1	-42	-3	2	-0.9	3	-13	-3	-32	-2	-0.4	13
COc1cccc(NC(=O)Nn2cnnc2)c1	6	x	5	0.3	x	6	1	5	x	-0.2	1
COc1cc2nc(SCc3ccc(C(F)(F)F)cc3)n(Cc3cccs3)c(=N)c2cc1OC	-6	-1	3	4.0	0	12	6	25	-5	0.0	-2
Cc1ccc(/C=C2\Oc3cc(OCC(=O)NN)ccc3C2=O)o1	-23	5	-2	-0.6	x	15	18	-6	-22	0.1	10
COc1ccccc1Nc1nc(-c2cccc([N+](=O)[O-])c2)cs1	-48	-6	-2	-0.4	-1	-255	-4	-189	-14	-0.2	-61
Fc1ccccc1Cn1nnc2c(-n3ccnc3)ncnc21	0	x	-19	-1.2	0	28	-3	-2	-4	0.0	-1
COc1ccccc1-c1coc2cc(OC(=O)/C=C/c3ccccc3)ccc2c1=O	-14	-14	-8	-0.6	1	3	7	-13	-10	0.4	-3
C=CCc1cccc2cc(C(=O)Nc3ccccc3C(=O)O)c(=O)oc12	-36	1	2	-0.4	x	8	-2	21	-13	3.2	21
CCCCn1c(N)c(N(C)C(=O)c2cc3c(s2)CCCCC3)c(=O)[nH]c1=O	-30	-9	1	0.2	1	-28	-11	-9	-2	0.3	4
COc1ccccc1Nc1cc(C)nc(Nc2ccccc2OC)n1	-4	-4	-9	-0.6	x	-1	-3	17	-7	0.3	6
Cc1cc(Cl)ccc1OCC(=O)NCCC(=O)O	18	-3	-2	0.8	3	16	11	5	-10	-0.3	3
COc1ccc(CCNC(=O)CNS(=O)(=O)c2cccs2)cc1OC	-13	-5	-4	1.0	0	17	1	10	-7	0.0	-1
Cc1cc(NCC2CCCCC2)nc2ccccc12	-18	-6	3	0.1	2	-126	20	-78	-5	0.5	-59
COCCOC(=O)C1=C(C)N=C2SCCC(=O)N2C1c1cccs1 (configuration not stated)	-11	-4	3	0.4	1	9	-2	14	x	-0.2	0
Cc1ccc(/C=N\NC(=O)c2ccc(Cn3cc(Br)c([N+](=O)[O-])n3)o2)o1	-5	0	-1	-1.5	-5	9	-2	11	-5	0.3	9
O=C(CN1CCCCC1)NNc1nc(-c2ccccc2)c2cc(Br)ccc2n1	-7	-6	-4	-0.1	2	8	2	-14	-5	0.0	2
COC(=O)c1ccc(NC(=O)CN(c2ccc(OC)cc2)S(C)(=O)=O)cc1	-66	x	-5	-1.9	3	-146	3	-174	-7	-0.1	-41
CN(c1ccc(OC(=O)CN2C(=O)NC3(CCCC3)C2=O)cc1)S(=O)(=O)c1ccccc1	8	4	7	0.0	3	-5	-1	19	-6	-0.3	5
Cc1ccc(S(=O)(=O)N/N=C/c2cccc([N+](=O)[O-])c2)cc1	2	11	15	-0.9	3	14	-5	40	-4	0.8	-2
O=C(Nc1ccc2c(c1)OCCO2)N1CCOCC1	24	-2	-1	-0.6	-4	-29	-2	-22	-6	-0.1	5
COc1ccc2c(ccc[n+]2[O-])c1	-10	1	4	0.7	x	-6	21	-14	-1	4.4	2
Cc1nc(-c2ccc(S(=O)(=O)Nc3ccccc3C)cc2)co1	1	-1	-1	0.0	2	-6	8	-2	-14	-0.3	-3
O=C(CN1CCOCC1)Nc1ccc(-c2nc3ccccc3[nH]2)cc1	-63	-1	-3	-0.6	1	-195	0	-159	-6	0.1	-88

Shown bar-delimited: three of the compounds above.
molecule | NR2E3 ag-1 | Vif imaging | PDI inh | hiPSC survival | NR2E3 ag-2 | HIF-2a block | Granule exo inh | Peg3 promoter | CaV13 FRET inh | aDG glyco act | MITF TRPM1 inh
CCN(CC)S(=O)(=O)c1cccc(NC(=O)COC(=O)c2[nH]c(C)c(C(C)=O)c2C)c1 | 42 | -23 | -3 | -0.8 | x | -14 | 5 | 8 | -5 | 4.4 | x
COc1cccc(NC(=O)Nn2cnnc2)c1 | 6 | x | 5 | 0.3 | x | 6 | 1 | 5 | x | -0.2 | 1
COc1ccccc1-c1coc2cc(OC(=O)/C=C/c3ccccc3)ccc2c1=O | -14 | -14 | -8 | -0.6 | 1 | 3 | 7 | -13 | -10 | 0.4 | -3

Rows are unselected. Share with any hit: about 3.5%.
